Jurkat NFkB inh = lowers PMA/ionomycin-induced NF-kB signal in Jurkat cells | PMA/ionomycin-induced NF-kB luciferase reporter, luminescence | inhibition, % at 4 µM | hit rate 0.53% among 330,000 | AID 435003
EBI2 block = blocks human EBI2 receptor beta-arrestin signaling. hit rate 0.81% among 360,000. inhibition, % at 5 µM. EBI2 beta-arrestin recruitment, luminescence, 7a,25-OHC stimulated. AID 651636. P32249; in the data active means inhibition above about 38%;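 further: enzyme fragment complementation signal reports receptor beta-arrestin coupling in cells; 0% = agonist plus DMSO wells and 100% = wells without agonist; some results beyond the cut were filed as inactive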
697 NFkB inh = inhibitors of the PMA/ionomycin-induced NF-kB reporter in 697 B cells; hit rate 0.33% among 330,000; inhibition, % at 4 µM; 697 B-cell NF-kB luciferase reporter, 16 h; AID 435022; in the data active means inhibition above about 35%
SENP8 block = SENP8 protease inhibition | hit rate 1.2% among 330,000 | inhibition, % at 10 µM | Q96LD8 | purified SENP8, Z-RLRGG-aminoluciferin cleavage, luminescence
Target sequence (Q96LD8 whole entry, looked up): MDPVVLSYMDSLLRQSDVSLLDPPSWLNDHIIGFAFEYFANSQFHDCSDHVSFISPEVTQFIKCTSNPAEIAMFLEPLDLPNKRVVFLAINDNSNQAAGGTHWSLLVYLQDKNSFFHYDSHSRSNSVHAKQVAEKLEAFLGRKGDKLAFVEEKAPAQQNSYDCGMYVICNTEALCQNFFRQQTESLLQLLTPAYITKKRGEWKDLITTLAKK
UBC13 polyUb = human UBC13 polyubiquitination inhibition. P61088. UBC13 polyubiquitin chain formation, TR-FRET. inhibition, % at 20 µM. hit rate 0.47% among 330,000. AID 485273; in the data active means inhibition above about 45%, passing the limit was not always enough
Target sequence (P61088 whole entry, looked up): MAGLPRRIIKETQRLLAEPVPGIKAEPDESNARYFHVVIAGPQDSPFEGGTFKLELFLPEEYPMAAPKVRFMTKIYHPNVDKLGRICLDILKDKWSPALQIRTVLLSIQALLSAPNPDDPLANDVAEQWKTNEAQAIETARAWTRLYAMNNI
Apaf1 inhib = inhibitors of human Apaf-1 apoptosome | reconstituted apoptosome caspase-3 activity, DEVD-Rh110 fluorescence | hit rate 0.71% among 330,000 | inhibition, % at 20 µM; active means inhibition of at least 40% at 20 µM;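 further: plate controls were DMSO wells for no effect and DEVD-CHO caspase inhibitor wells for full effect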
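Material: reconstituted apoptosome with Apaf-1, cytochrome c, caspase-9, procaspase-3, dATP. Technique: Rh110 fluorescence intensity. Buffer or medium: pH 7.5 Hepes buffer with CHAPS, BSA, DTT. Times: 30 min plus 50 min, RT.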
CCR6 antagonist = antagonists of human CCR6 receptor. P51684. CHO-K1 CCR6 PathHunter beta-arrestin, luminescence, CCL20-stimulated. inhibition, % at 20 µM. hit rate 0.49% among 340,000. AID 493098;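 active means compounds whose inhibition of the agonist-driven luminescence signal at 20 µM reaches about 50%, limit read from the data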;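 further: cells stimulated with CCL20 at 14 nM final; plate controls were DMSO with CCL20 for no effect and DMSO without agonist for full effect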
Target sequence (P51684 whole entry, looked up): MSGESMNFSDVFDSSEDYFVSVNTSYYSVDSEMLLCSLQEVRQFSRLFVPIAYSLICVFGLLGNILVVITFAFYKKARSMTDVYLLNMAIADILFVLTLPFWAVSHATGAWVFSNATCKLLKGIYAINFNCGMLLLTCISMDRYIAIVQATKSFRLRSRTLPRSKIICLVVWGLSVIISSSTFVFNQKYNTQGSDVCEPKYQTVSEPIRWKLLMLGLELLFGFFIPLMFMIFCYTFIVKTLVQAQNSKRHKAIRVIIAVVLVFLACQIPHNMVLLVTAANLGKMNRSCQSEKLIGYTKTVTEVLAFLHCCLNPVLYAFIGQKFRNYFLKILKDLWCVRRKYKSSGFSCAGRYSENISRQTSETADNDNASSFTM
Gli-Sufu block = Gli-Sufu pathway antagonism. inhibition, % at 5 µM. Sufu-KO-LIGHT fibroblasts, Gli luciferase reporter luminescence. AID 588413. hit rate 0.74% among 340,000;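 active means inhibition above about 55%, limit read from the data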;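 further: 0% = DMSO-treated cells and 100% = wells with medium but no cells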
Active calls of the source: *; · = not tested or not shown. Unless noted, no stated cut-off is given here; in the data, active means inhibition above about 50%; inactive means the rest. Not all compounds are listed; count on the stated rates, not on these rows.

SMILES	Jurkat NFkB inh	EBI2 block	697 NFkB inh	SENP8 block	UBC13 polyUb	Apaf1 inhib	CCR6 antagonist	Gli-Sufu block
CCP(=O)(c1cccc([N+](=O)[O-])c1)c1cccc([N+](=O)[O-])c1	4	-5	13	2	0	-8	5	6
COc1cc(C(=O)NCC(C)C)c([N+](=O)[O-])cc1OC	-2	-4	16	5	-5	-5	-3	5
O=C(CSC1=NS(=O)(=O)c2cc(F)ccc2N1)Nc1ccccc1F	5	-1	1	-4	-18	4	6	-3
Cc1oc(-c2ccccc2F)nc1CN1CCC(C(=O)NCc2ccco2)CC1	3	10	3	-11	-10	1	-3	17
CN(/N=C/c1c[nH]c2ccccc12)c1cnn(-c2ccc(F)c(Cl)c2)c(=O)c1Cl	4	20	14	-5	-7	-1	23	2
Cc1cccc(SCc2noc(C(=O)NC(C)C)c2C(=O)O)c1	7	-15	-2	-18	-9	9	5	-4
CCCCn1c(N)c(N(CC)C(=O)c2ccc(-c3ccc(Cl)cc3)o2)c(=O)[nH]c1=O	4	8	10	5	4	-3	4	3
Cc1csc2nc(CSc3nncn3-c3ccccc3)c(Br)n12	9	-11	20	1	-1	-5	7	-3
CCc1ncc(CN2CCCCC2C(=O)Nc2ccc(Oc3ccccc3)nc2)cn1 (stereo not given)	-4	23	-6	0	5	12	-14	14
CCC1CCCCN1CCCNS(=O)(=O)c1ccc2c(c1)oc(=O)n2C (stereo not given)	-7	-4	-20	-1	0	1	17	4
CCn1c(CNC(=O)COc2c(C)cccc2C)nnc1SCC(=O)Nc1nccs1	-1	-2	11	3	-3	-8	10	4
CCOc1c(Cl)cc(/C=C/C(=O)N(CC)CC(=O)NCc2cccs2)cc1OC	3	23	1	-18	-5	14	8	-6
CCOC(=O)/C(=N/Nc1ccc(OC)cc1)Sc1nnc(CCc2ccccc2)n1-c1ccccc1	-10	6	-25	-8	-5	1	10	1
CCOc1cc2[nH]c(=S)n(CCN3CCCCC3CC)c(=O)c2cc1OCC (stereo not given)	6	22	6	1	15	-2	3	7
COCc1c(C(=O)N2CCN(CCOc3ccccc3)CC2)oc2ccccc12	13	4	14	1	8	-2	3	1
CCc1ccc(-n2c(SCC(=O)NC3CCS(=O)(=O)C3)nc3ccccc3c2=O)cc1 (stereo not given)	11	0	-16	3	-1	1	43	-1
CC(C)(C)NC(=O)Nc1ccc(Br)cc1	-50	-2	-62	-11	-17	7	14	-45
Cc1ccc(-c2nnc(Nc3ccc(C(=O)N(C)C)cc3)c3ccccc23)cc1S(=O)(=O)NC(C)(C)CO	-13	-8	-6	-5	17	-14	14	1
Cc1ccccc1SCCNC(=O)CCc1ccccc1	-15	·	-2	-3	15	2	·	·
O=C(NN1C(=O)/C(=C\c2cccnc2)SC1=S)c1ccco1	-1	-11	-2	-1	1	-1	4	-5
Cc1ccc(NC(=O)CCc2c(C)[nH]c(=O)c(C#N)c2C)cc1	9	-9	13	2	-3	0	-3	-19
Cc1csc(=O)n1CC(=O)OCC(=O)NNC(=O)c1ccccc1	7	-18	10	0	5	7	3	-2
CCc1ccc(OCC(=O)Nc2ccc3c(c2)OCCO3)cc1	-5	-3	9	0	0	6	10	2
COc1ccc(Cl)cc1NC(=O)c1c(-c2ccccc2)noc1C	-1	15	-22	-4	16	6	8	7
Cc1nc(Nc2ccc(F)cc2)nc(Nc2ccc(F)cc2)c1[N+](=O)[O-]	-2	17	-15	3	4	-31	23	53

At a glance, part of the list above:
SMILES	Jurkat NFkB inh	EBI2 block	697 NFkB inh	SENP8 block	UBC13 polyUb	Apaf1 inhib	CCR6 antagonist	Gli-Sufu block
O=C(NN1C(=O)/C(=C\c2cccnc2)SC1=S)c1ccco1	-1	-11	-2	-1	1	-1	4	-5
Cc1ccc(NC(=O)CCc2c(C)[nH]c(=O)c(C#N)c2C)cc1	9	-9	13	2	-3	0	-3	-19

Structural class, those above with bromine
SMILES	Jurkat NFkB inh	EBI2 block	697 NFkB inh	SENP8 block	UBC13 polyUb	Apaf1 inhib	CCR6 antagonist	Gli-Sufu block
Cc1csc2nc(CSc3nncn3-c3ccccc3)c(Br)n12	9	-11	20	1	-1	-5	7	-3
CC(C)(C)NC(=O)Nc1ccc(Br)cc1	-50	-2	-62	-11	-17	7	14	-45

Later entries:
SMILES	Jurkat NFkB inh	EBI2 block	697 NFkB inh	SENP8 block	UBC13 polyUb	Apaf1 inhib	CCR6 antagonist	Gli-Sufu block
C=CCn1c(SCC(=O)Nc2nccs2)nnc1-c1ccco1	5	-6	10	-1	0	-3	2	-5
C/C(=N\NC(=O)CNc1cccc(Cl)c1C)C1CC1	9	0	13	-4	8	-11	6	2
CCCS(=O)(=O)n1nc(-c2ccccc2)cc1N	-14	1	-2	-5	0	7	9	-10
CC12C(=O)N(c3ccccc3)C(=O)C1C(c1ccccc1)N1CCCN12 (stereo not given)	6	-12	6	-7	5	-6	1	4
O=C(O)CCc1ccc(-c2ccccc2)n1NC(=O)c1cccs1	16	-8	1	1	3	-6	-9	-10
COc1cccc(Cn2cc(N)cn2)c1	-1	-7	17	7	-18	33	-14	0
O=C(Nc1ccc(N2CCN(Cc3ccccc3F)CC2)cc1)c1ccc([N+](=O)[O-])o1	37	12	1	10	-20	18	-25	42
Cc1nc(NCc2cccnc2)c2c3c(sc2n1)CC(C)CC3 (stereo not given)	-14	22	-4	-10	14	6	4	0
COc1ccccc1/C=N/NC(=O)CNC(=O)c1ccccc1	-5	5	-12	-3	-6	9	8	0
CCCOC(=O)C(C)n1cnc2sc(C)c(C)c2c1=O (stereo not given)	13	7	-9	-5	5	-1	10	-7
O=C(CCOc1ccccc1)Nc1ccc(S(=O)(=O)Nc2ncccn2)cc1	-14	-5	9	-11	-2	0	-8	-11
Cc1ccc(-c2nc3ccccc3[nH]2)cc1NC(=O)/C=C/c1ccco1	-29	14	-6	-11	-19	11	2	-3
O=C(CCCn1cnc([N+](=O)[O-])n1)Nc1cccc(Cl)c1Cl	7	-8	2	0	-3	-4	-3	-7
COC(=O)c1c(NC(=S)NNS(=O)(=O)c2ccc(OC)cc2OC)sc2c1CCCCCC2	5	3	14	-1	-6	8	12	23
Cc1cc2occ(CC(=O)NC3=NCCS3)c2cc1C(C)C	-2	9	-17	-3	12	-3	-3	6
Cc1ccc(N2C(=O)S/C(=C/c3cn(C)c4ccccc34)C2=O)cc1	-58	14	-17	-4	-5	11	16	-45
COc1ccc(C(=O)NC(C)c2nnc(SCC(=O)Nc3nc(C)cs3)n2C)cc1 (stereo not given)	6	-5	15	-6	-5	-9	10	-2
Cn1c(=O)n(CCOc2ccc([N+](=O)[O-])cc2)c2ccccc21	34	-9	-13	0	6	-6	16	-15
CCOc1ccc(N(CC(=O)Nc2nccs2)S(=O)(=O)c2c(C)noc2C)cc1	-6	-3	-13	-13	5	27	8	2
CCN(CC)S(=O)(=O)c1ccc(C(=O)NCC(=O)N/N=C/c2ccccc2OC)cc1	-1	6	-8	-3	-1	8	6	7
CN(Cc1cccs1)C(=O)CCCc1c[nH]c2ccccc12	-49	9	-48	-9	8	14	5	-8
Cc1nnc(N2CCC(C(=O)N3CCCCCC3)CC2)c2nn(-c3ccc(Cl)cc3)c(C)c12	42	17	18	0	14	17	13	36
CC1Cc2ccccc2N1C(=O)c1cnsn1 (stereo not given)	-5	4	5	-6	6	1	17	-4
CC(=O)C1CCN(Cc2ccccc2)CC1	-1	-1	-19	-5	-4	1	23	-9
Oc1c(CN2CCCC2)cc(COCc2ccccc2)c2cccnc12	-5	2	-43	-6	5	28	15	78*

Additional structures.
SMILES	Jurkat NFkB inh	EBI2 block	697 NFkB inh	SENP8 block	UBC13 polyUb	Apaf1 inhib	CCR6 antagonist	Gli-Sufu block
O=C(c1cccc(Cl)c1)C1CCCN(S(=O)(=O)c2ccccc2)C1 (stereo not given)	12	-1	13	8	-1	7	35	34
COc1cc(C2NCCc3c2[nH]c2ccccc32)ccc1OC(C)C (stereo not given)	3	·	15	-4	15	-2	·	·
O=C1NC(=O)c2cc(NC(=O)C3CCCCC3)ccc21	-6	1	14	-1	12	-18	7	3
Cc1cccc(CNC(=O)C2CCC(=O)N(CCc3cccc(F)c3)C2)n1 (stereo not given)	17	2	11	-4	1	-11	6	9
CNC(=O)C1(C)C=CCN1C(=O)c1ccccc1 (stereo not given)	2	-6	-13	-1	-14	3	-2	-9
CCCCCOC(=O)Cc1c(O)c2ccccc2n(C)c1=O	26	-4	-4	4	5	-3	17	-1
C#CCOCCOCCOCCNc1nc(N2CCN(C(=O)CCCCCCCCCCNC(=O)[C@H](CO)n3cc(CCCSC)nn3)CC2)nc(N2CCN(C(=O)CCCCCCCCCCNC(=O)[C@H](CCCCN)n3cc(CCO)nn3)CC2)n1	7	-7	5	-9	113*	74*	15	-3
COc1ccc(Cl)cc1CSc1ncn[nH]1	-11	-17	2	-7	0	3	6	-4
CN(C)C(=O)CCc1ccc2c3c([nH]c2c1)[C@]1(C)[C@@H](C(=O)N2CCOCC2)C[C@H](CC(=O)NCc2ccco2)C(=O)N1CC3	·	-11	21	·	·	-1	2	-1
Cc1ccc(NC(=O)NNC(=O)C2CC(c3cccnc3)=NO2)cc1 (stereo not given)	-2	-4	7	2	-4	1	-8	2
CC(=O)c1ccc(OCC(O)CN2CCC(C)CC2)cc1 (stereo not given)	2	-6	-3	-3	-1	-1	5	2
COc1ccccc1NC(=O)CN1CCSc2ccccc21	-12	6	-1	-5	1	14	23	-6
CCOC(=O)c1c(NC(=O)CSc2nnnn2CC)sc(C)c1C	3	5	-26	0	-3	18	13	0
COc1ccc(S(=O)(=O)N2CCCCC2)cc1NC(=O)CNc1ccccc1C(C)=O	7	4	3	1	-13	9	15	5
O=C1CCc2cc(S(=O)(=O)NCc3ccccc3)cc3c2N1CC3	6	-10	3	12	-3	4	0	5
CC1Nc2ncnc(N3CCOCC3)c2N(Cc2ccccc2)C1=O (stereo not given)	5	-1	24	-7	-7	1	0	2

Of the compounds above, nine contain an aryl thioether with sulfur outside any ring:
SMILES	Jurkat NFkB inh	EBI2 block	697 NFkB inh	SENP8 block	UBC13 polyUb	Apaf1 inhib	CCR6 antagonist	Gli-Sufu block
Cc1cccc(SCc2noc(C(=O)NC(C)C)c2C(=O)O)c1	7	-15	-2	-18	-9	9	5	-4
Cc1csc2nc(CSc3nncn3-c3ccccc3)c(Br)n12	9	-11	20	1	-1	-5	7	-3
CCn1c(CNC(=O)COc2c(C)cccc2C)nnc1SCC(=O)Nc1nccs1	-1	-2	11	3	-3	-8	10	4
CCc1ccc(-n2c(SCC(=O)NC3CCS(=O)(=O)C3)nc3ccccc3c2=O)cc1 (stereo not given)	11	0	-16	3	-1	1	43	-1
Cc1ccccc1SCCNC(=O)CCc1ccccc1	-15	·	-2	-3	15	2	·	·
C=CCn1c(SCC(=O)Nc2nccs2)nnc1-c1ccco1	5	-6	10	-1	0	-3	2	-5
COc1ccc(C(=O)NC(C)c2nnc(SCC(=O)Nc3nc(C)cs3)n2C)cc1 (stereo not given)	6	-5	15	-6	-5	-9	10	-2
COc1ccc(Cl)cc1CSc1ncn[nH]1	-11	-17	2	-7	0	3	6	-4
CCOC(=O)c1c(NC(=O)CSc2nnnn2CC)sc(C)c1C	3	5	-26	0	-3	18	13	0

Screening results deposited in PubChem BioAssay by Sanford-Burnham Center for Chemical Genomics.
